Assay outcomes (PubChem BioAssay)
GPR55 antagonists – inhibition of LPI-stimulated GPR55 beta-arrestin translocation – imaging, U2OS, beta-arrestin-GFP, LPI agonist, primary screen (AID 2013); actives 0.13% (n = 290,000); inhibition, % at 10 µM, or IC50 in µM where a hit was titrated; U2OS GPR55 beta-arrestin-GFP translocation imaging, LPI antagonism; higher % means a stronger effect;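 active = spots per cell inhibited over 60%, with over 100 cells counted and total cytoplasm intensity under 500,000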;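 also: U2OS cells stably carrying GPR55 and arrestin-GFP stimulated by 5 µM LPI near EC80; imaged beta-arrestin-GFP aggregate spots per cell after agonist stimulation; plate controls were LPI-stimulated DMSO wells for no effect and DMSO wells without LPI for full effect; some results filed as inactive read as strong as hits; confirmed hits need IC50 under 10 µM and bright autofluorescent wells are also inconclusive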
KOR beta-arrestin-1 – kappa opioid receptor blockers – cell-based, luminescence, uHTS (AID 1778). inhibition, % at 10 µM, or IC50 in µM where a hit was titrated. actives 0.091% (n = 290,000). KOR beta-arrestin recruitment, luminescence, antagonist mode; higher % means a stronger effect; also: strong numbers were not always called active
NTR1 ag – agonists of NTR1, primary screen, imaging, U2OS cells, beta-arrestin-GFP, high content (AID 493036); actives 0.17% (n = 330,000); P30989; activation, % at 20 µM; NTR1-U2OS beta-arrestin-GFP spot imaging, agonist mode;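 active = activation at or above 40% of the spot to cytoplasm intensity ratio, with at least 20 cells analyzed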;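 also: 0% = DMSO without peptide and 100% = 100 nM NTR1 peptide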
Target sequence (P30989 whole entry, looked up): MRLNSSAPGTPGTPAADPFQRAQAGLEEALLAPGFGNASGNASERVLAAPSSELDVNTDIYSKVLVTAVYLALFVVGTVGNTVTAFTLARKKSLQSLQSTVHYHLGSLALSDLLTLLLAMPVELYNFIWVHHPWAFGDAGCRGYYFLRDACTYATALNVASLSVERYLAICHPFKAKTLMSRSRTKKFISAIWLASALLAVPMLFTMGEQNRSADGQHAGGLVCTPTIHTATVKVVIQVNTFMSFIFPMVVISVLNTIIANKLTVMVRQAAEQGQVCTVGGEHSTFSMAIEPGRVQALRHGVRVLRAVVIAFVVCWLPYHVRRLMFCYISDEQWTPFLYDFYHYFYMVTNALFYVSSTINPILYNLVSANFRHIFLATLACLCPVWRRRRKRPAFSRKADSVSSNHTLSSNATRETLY
T cell HTS – T cell immune modulators affecting CD8 T cell-vesicle binding; calls only at 7 µM; actives 0.068% (n = 330,000); 2C CD8+ T cell-vesicle binding, flow cytometry; active compounds read low;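 active = response, share of CD8 T cells binding vesicles, and their 90th percentile fluorescence all below set limits, cut at about 80% in these data, passing the limit was not always enough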
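System: murine 2C transgenic CD8+ T lymphocytes; also added: QL9-loaded Drosophila micro-vesicles; times: binding 1.5 h at 37 °C; measured by: flow cytometry, PE anti-B7-1 (FL2) versus Alexa647 anti-CD8 (FL8), PFA-fixed; control set: Peptide-free naked vesicles (low) and QL9 vesicles with 0.7% DMSO vehicle (high)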
GPR55 beta-arrestin – selective activators of receptor GPR55 – imaging, U2OS cells, beta-arrestin-GFP redistribution, primary screen (AID 1961). actives 0.048% (n = 290,000). activation, % at 10 µM, or EC50 in µM where a hit was titrated. U2OS GPR55 beta-arrestin-GFP redistribution imaging; higher % means a stronger effect;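 active = activation above 40% with more than 50 cells counted in the well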;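 also: U2OS osteosarcoma cells stably expressing GPR55 and beta-arrestin-GFP; plate controls were DMSO negative control for no effect and LPI positive control for full effect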
KOR beta-arrestin-2 – kappa opioid receptor activators – cell-based, luminescence, uHTS, primary screen (AID 1777) | KOR beta-arrestin recruitment, luminescence; higher % means a stronger effect | activation, % at 10 µM; hits with a dose series show EC50 in µM | actives 0.02% (n = 280,000); in the data active = activation above about 50%, passing the limit was not always enough; also: a part of the inactive calls stands beside numbers as strong as those of hits
Myeloid diff MLP – compounds promoting myeloid differentiation; ER-HoxA9 myeloid progenitors, lysozyme-GFP differentiation, flow cytometry; calls only at 10 µM; actives 1% (n = 360,000); AID 624256;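 active = normalized GFP-positive differentiation at or above the plate's own cutoff, the solvent-only control mean plus 3 SD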;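 also: cells exposed to compound for four days before flow analysis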
NOD2 inhibition – inhibition of NOD2-driven NF-kB reporter – cell-based, luminescence, uHTS, HEK293 (AID 1566) | inhibition, % at 4 µM; hits with a dose series show EC50 in µM | HEK293 NOD2/NF-kB luciferase reporter, luminescence; higher % means a stronger effect | actives 0.63% (n = 290,000); also: many of its hits are not listed in these tables
NOD1 inhibition – inhibition of NOD1-driven NF-kB reporter – cell-based, luminescence, uHTS, primary screen (AID 1578); NOD1-driven NF-kB luciferase reporter cells, luminescence; higher % means a stronger effect; inhibition, % at 4 µM, or EC50 in µM where a hit was titrated; actives 1% (n = 290,000); in the data active = inhibition mostly above about 36%, no sharp cut-off; inactive = mostly below about 34%;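 also: HEK-293T reporter cells stimulated with the NOD1 agonist gamma-tri-DAP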
T cell HTS vesicle-bound % – recorded beside T cell HTS, whose call it bears; double positive events, %; measured here: CD8+ vesicle-bound cell fraction;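 binding gate set so that unloaded-vesicle control wells show 10% double positive cells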
NTR1 ag cell count 20 µM – second read-out of NTR1 ag, no call of its own (marks repeat the call); cell count; measured here: cell count, cytotoxicity flag
Myeloid diff MLP GFP+ MAC1+ % – recorded beside Myeloid diff MLP, whose call it bears; GFP+ MAC1+ double positive, %; measured here: differentiation confirmed by MAC1 staining
An asterisk follows results filed as active; i = inactive; / = no result given; + = active, no number; [ ] = remark or other dose. Rule as the data show it, unless noted: active = inhibition above about 50%; inactive = the rest. Not all compounds are listed. The share of hits here may be higher or lower than overall.

Preview, two compounds:
SMILES	GPR55 antagonists	KOR beta-arrestin-1	NTR1 ag	NTR1 ag cell count 20 µM	T cell HTS	T cell HTS vesicle-bound %	GPR55 beta-arrestin	KOR beta-arrestin-2	Myeloid diff MLP	Myeloid diff MLP GFP+ MAC1+ %	NOD2 inhibition	NOD1 inhibition
Cc1ccc(COn2c(-c3ccc(Cl)cc3)nc3ccc([N+](=O)[O-])cc32)cc1	0%	-12%	10	83	i	32	0.4%	-1.4%	i	0.9	-163%	-116%
Cc1ccc(-c2nc(C#N)c(NCc3cccc4c3OCO4)o2)cc1	16%	24%	3.0	52	i	9	0.4%	-4.0%	i	0.9	-41%	-40%

Results (from the top)
SMILES	GPR55 antagonists	KOR beta-arrestin-1	NTR1 ag	NTR1 ag cell count 20 µM	T cell HTS	T cell HTS vesicle-bound %	GPR55 beta-arrestin	KOR beta-arrestin-2	Myeloid diff MLP	Myeloid diff MLP GFP+ MAC1+ %	NOD2 inhibition	NOD1 inhibition
Cc1ccc(COn2c(-c3ccc(Cl)cc3)nc3ccc([N+](=O)[O-])cc32)cc1	0%	-12%	10	83	i	32	0.4%	-1.4%	i	0.9	-163%	-116%
Cc1ccc(-c2nc(C#N)c(NCc3cccc4c3OCO4)o2)cc1	16%	24%	3.0	52	i	9	0.4%	-4.0%	i	0.9	-41%	-40%
CCCCC(=O)Nc1cccc(NC(=O)C(C)C)c1	3%	19%	-1.6	55	i	29	-0.1%	1.1%	i	1.0	11%	6%
COc1ccc2nc(NC(=O)c3ccc4ncsc4c3)sc2c1	-20%	-36%	1.7	50	i	42	-0.1%	8.6%	i	3.2	-41%	-20%
O=C(N/N=C/c1c[nH]c2ccccc12)c1ccccc1Cl	11%	2%	0.3	76	i	46	0.0%	-5.4%	i	0.8	13%	-3%
COC(=O)/C=C1\S/C(=N\N=C\CC(=O)OC)NC1=O	8%	/	0.9	59	i	36	0.6%	6.7%	i	0.8	-16%	-8%
Cc1nc(C(=O)NCc2ccccc2)sc1C1(C)CC(c2cccc([N+](=O)[O-])c2)=NO1 (stereo unspecified)	7%	10%	-2.5	86	i	4	-0.1%	0.7%	i	0.5	-12%	0%
CCCN1CCC(NCc2cn(C)nc2-c2ccc(Oc3ccccc3)cc2)CC1	-4%	-11%	0.6	60	i	40	-0.1%	0.7%	i	0.6	-6%	-2%
CC1CN(C(=O)CCCN2C(=O)c3ccccc3C2=O)CC(C)O1 (stereo unspecified)	-3%	-27%	0.8	59	i	57	-0.3%	5.4%	i	0.2	1%	-37%
CCN(CC)C(=O)c1sc2nc(-c3ccccc3)ccc2c1N	-2%	6%	-0.6	58	i	55	0.8%	0.7%	i	0.1	-103%	-46%
O=C(O)c1ccc(Nc2cnc3ccccc3n2)cc1	-1%	7%	-0.8	91	i	38	0.2%	-7.7%	i	0.1	-7%	-40%
O=c1n(Cc2ccccc2)nc2n1-c1ccccc1SC2	2%	-3%	-0.5	55	i	14	0.3%	1.1%	i	0.3	-16%	-2%
O=C(NC1CCCCCC1)c1ccc(Cl)c(S(=O)(=O)N2CCOCC2)c1	2%	-15%	0.1	53	i	17	0.0%	2.1%	i	0.8	4%	-16%
C=CCOc1cccc(C2/C(=C(/O)c3ccc(F)cc3)C(=O)C(=O)N2CCN2CCOCC2)c1 (stereo unspecified)	14%	-11%	2.6	43	i	51	0.2%	5.4%	i	0.4	-18%	0%
CN(C)Cc1ccc(CNC(=O)COc2ccc3ccccc3c2)cc1	-7%	-13%	-0.8	43	i	26	-0.1%	2.0%	i	0.5	6%	-36%
CCC(O)c1nc2ccccc2n1CCc1ccccc1 (stereo unspecified)	-6%	-1%	-0.5	88	i	51	0.6%	-6.5%	i	0.6	1%	-4%
O=C(O)c1cc(S(=O)(=O)Nc2ccc(N3CCCCC3)cc2)ccc1Cl	-5%	16%	0.0	38	i	42	0.1%	-0.8%	i	0.1	13%	-15%
O=C(CN(C(=O)c1csnn1)c1ccc(F)c(Cl)c1)NCc1ccc2c(c1)OCO2	4%	-37%	-1.9	46	i	9	0.5%	4.4%	i	1.4	-6%	-28%
COc1cc(/C=C2\SC(=S)N(NC(=O)c3ccccc3OC)C2=O)ccc1O	-3%	19%	-0.5	97	i	26	-0.3%	-0.5%	i	1.6	14%	-4%
CCOc1ccc(N(C)Cc2cc(=O)oc3ccc(OCC)cc23)cc1	3%	8%	2.0	96	i	32	0.9%	-5.4%	i	0.7	14%	-14%
CCN(c1ccccc1)C1(O)C(=O)c2ccccc2C1=O	10%	4%	0.2	47	i	55	-0.3%	-5.0%	i	0.2	16%	-19%
CCOC(=O)C1=C(C)NC(=O)NC1/C=C\c1ccccc1 (stereo unspecified)	2%	-35%[20 µM]	0.1	54	i	54	-0.1%	-1.8%	i	0.9	19%	10%
Cc1ccc(SC[C@H](Cc2ccccc2)N2CC[C@@H](NC(=O)OCc3ccccc3)CCC2=O)cc1	2%	-16%[20 µM]	8.6	85	i	16	1.4µM*	1.1%	/	/	-6%	5%
Cc1nn(-c2ccccc2)c(/N=C/c2ccccc2O)c1-c1ccccc1	25%	-13%	3.9	53	i	47	0.7%	2.6%	i	0.4	-9%	-2%
CCOC(=O)Nc1ccc2ncn(C)c(=O)c2c1	6%	-3%	0.2	85	i	42	-0.1%	1.1%	i	3.5	-4%	15%
COc1cc(/C=C2\NC(=S)N(C)C2=O)ccc1O	-1%	4%	0.9	47	i	57	-0.1%	-3.3%	+	1.3*	-40%	2%
Cc1ccc(NC(=O)CN2C(=O)S/C(=C\c3cccn3-c3cccc(C(=O)O)c3)C2=O)c(C)c1	16%	-6%	2.8	49	i	38	0.0%	-3.5%	i	1.0	24%	-12%
Cc1ccc(S(=O)(=O)N2CCOCC2)cc1C(=O)OCC(=O)Nc1ccc2c(c1)OCO2	13%	21%	-7.0	93	i	17	-0.2%	2.4%	i	0.8	-3%	-27%
Cc1ccc(C)c(NC(=O)CN(C)C(=O)c2ccc(Cl)nc2)c1	9%	11%	3.7	48	i	20	-0.1%	2.8%	i	1.1	9%	-37%
O=C(C1CCN(S(=O)(=O)N2CCOCC2)CC1)N1CCN(Cc2ccccc2)CC1	9%	-10%	0.0	34	i	25	0.0%	-2.4%	i	0.5	1%	12%
CC(=O)Nc1c(C(=O)N2CCOCC2)cnn1-c1ccc(C)c(C)c1	-2%	25%	-1.3	54	i	55	-0.1%	0.9%	i	1.3	6%	25%
CCC(=O)Nc1ccc(-c2cc(-c3ccccc3)nc(-c3ccc(NC(=O)CC)cc3)n2)cc1	14%	-28%	-0.7	88	i	32	-0.1%	-3.5%	i	0.5	1%	-37%
CC(C)CN1CCN(Cc2ccc3ncccc3c2)CC1CCO (stereo unspecified)	10%	23%	2.2	59	i	21	0.2%	2.6%	i	0.7	0%	-33%
CC/C(=N\NC(=O)CNC(=O)/C=C/c1ccc(OC)cc1)c1ccccc1	10%	-32%	3.0	49	i	12	0.2%	-1.5%	i	2.4	-5%	37%
N#CCCN(C(=O)COC(=O)c1ccc(S(=O)(=O)Nc2ccccc2)cc1)c1ccccc1	-1%	-50%	-1.2	58	i	3	-0.3%	3.6%	i	0.6	9%	17%
COc1ccccc1CNC(=O)C1CCN(C(=O)[C@@H]2Cc3ccccc3CN2)CC1	4%	6%	0.3	61	i	14	-0.1%	3.4%	i	4.9	/	/
CCOc1ccc(CN(C)CC(=O)Nc2cccc(S(=O)(=O)N(C)c3ccccc3)c2)cc1	-9%	3%	1.1	49	i	38	-0.4%	3.9%	i	0.7	4%	-39%
Cc1cccc2c1[nH]c1nc(N/N=C\c3ccco3)nnc12	-11%	-27%	1.5	83	i	22	0.3%	16%	/	/	-12%	-29%
O=C(c1cccc(OC2CCN(C3CCCC3)CC2)c1)N1CCCCCCC1	12%	15%[20 µM]	0.1	56	i	31	0.9%	1.5%	i	0.4	18%	-25%
Nc1cc(=O)[nH]c(SCC(=O)Nc2ncc(C(F)(F)F)cc2Cl)n1	-9%	-31%[20 µM]	-1.7	81	i	61	-0.1%	-5.9%	i	0.8	-17%	-14%
CC1Cc2ccccc2N1C(=O)Cn1c(=O)oc2cc(S(=O)(=O)N3CCCCC3)ccc21 (stereo unspecified)	2%	-21%	-3.1	96	i	44	-0.1%	2.3%	i	2.2	-13%	4%
COC(=O)C1=C(C)N(Cc2ccccc2)C(=NCC(C)C)N[C@H]1c1ccccc1	1.8µM*	-30%[20 µM]	-1.3	94	i	32	-0.3%	-2.8%	/	/	3%	-22%
COc1cc(C2=Nc3ccc(Br)cc3C(c3ccccc3)N2CC(=O)NN)cc(OC)c1OC (stereo unspecified)	7%	28%	0.2	45	i	52	-0.2%	5.5%	i	0.3	11%	-2%
CCc1cc2c(nc1CC)CCN(CC/C(C)=N/O[C@@H](C)c1cc(-c3c(C)cc(C)cc3C)no1)C2	-11%	-25%	9.1	86	i	13	-0.1%	7.7%	/	/	-16%	46%
CCOC(=O)c1[nH]c(C)c(C(=O)N2CCN(c3cccc(Cl)c3)CC2)c1C	2%	4%	1.9	71	i	36	-0.1%	-6.3%	i	1.7	13%	-24%
Cc1ccc(-n2c(C)c3c(C)nnc(C)c3c2C)cc1	7%	-14%	/	/	/	/	-0.2%	-5.3%	/	/	-6%	-16%
O=C1CCC/C1=C/Nc1ccc2c(c1)OCO2	12%	-18%	0.2	69	i	43	0.3%	-5.8%	i	0.7	-11%	-28%
Cc1ccc(NC(=O)N2CCC(c3nc4c(nnn4Cc4c(F)cccc4Cl)c(=O)[nH]3)CC2)cc1	2%	-29%	1.3	45	i	36	0.3%	4.7%	i	2.0	26%	-7%
COc1ccccc1CNC(c1ccccc1)c1ccccc1	3%	-6%	2.0	59	i	38	-0.3%	1.0%	i	0.4	14%	-9%
Cc1ccc2cc(CN(CCN(C)C)C(=S)Nc3ccccc3)c(=O)[nH]c2c1C	-3%	-27%	1.4	56	i	44	0.2%	-1.4%	i	0.3	2%	-24%
Cc1ccc(C(=O)NCc2ccc3c(c2)OCO3)c(C)c1	4%	3%	-1.0	59	i	42	-0.1%	-0.1%	i	0.3	-4%	-11%
COc1ccc(-c2nnc(SCC(=O)N3CCOCC3)o2)cc1	1%	0%	3.0	48	i	34	-0.2%	-5.2%	i	0.7	-31%	-56%
COc1ccc(OC)c(S(=O)(=O)n2nnc3ccccc32)c1	3%	-10%	-1.1	56	i	14	-0.1%	0.3%	i	1.1	26%	-17%
